Screening data as filed in PubChem BioAssay.
PrPC TRFRET: cell surface PrPC inhibition, primary TR-FRET screen | TR-FRET read-out | P04156 | inhibition, % at 13.8 µM | AID 720596 | 370,000 compounds, 0.43% hits; in the data active = inhibition above about 24%; also: 0% = median of the test wells and 100% = reference compound wells
Starred values were filed as active, the others as inactive; & = joins results of further samples. Only part of the results is shown; count on the stated rates, not on these rows.

SMILES	PrPC TRFRET
COC(=O)[C@]12CCCCC=C1N(CCc1ccc(OC)c(OC)c1)C(=O)[C@H](CC(=O)N1CCSCC1)C2	-10
CN(C)S(=O)(=O)c1cccc(C(=O)N/N=C\c2ccnc3ccccc23)c1	-16
COC(=O)C1=C(C)N(Cc2ccccc2C(F)(F)F)C(=NCc2cc(OC)c(OC)c(OC)c2)NC1c1ccc(Cl)cc1 (stereo not drawn)	11
C=CCn1c(SCc2ccc(C#N)cc2)nnc1-c1ccco1	5
Cc1ccc(CN2C(=O)CSCC2(C)C(=O)NC(C)C)cc1 (stereo not drawn)	4
COC(=O)C[C@@H]1C=C[C@H](NC(=O)c2cnccn2)[C@@H](CO)O1	-6
CC(=O)C1=C(C)N(Cc2ccc(F)cc2)C(=S)NC1c1cccc(Br)c1 (stereo not drawn)	11
COC(=O)C1CCCN(C(=O)C2CCN(S(=O)(=O)c3cccc4cccnc34)CC2)C1 (stereo not drawn)	4
Cc1cc(N2CCN(CC(C)(C)O)C[C@@H]2C)ccc1N1CCN(CC(C)(C)O)[C@H](C)C1	-1
COC(=O)[C@]12C[C@H](CC(=O)NCCC(C)C)C(=O)N(CCc3ccc(OC)c(OC)c3)C1=C[C@H](COCc1ccccc1)O[C@@H]2C	2
O=S1(=O)c2ccc(Br)cc2OC[C@H](Cc2ccccc2)N1Cc1cn(Cc2ccc(Cl)cc2)nn1	-6
C=C(C)/C=C1/C(Cc2ccccc2)N(CC2CC2)C(=N)N1C(=O)OCc1ccccc1 (stereo not drawn)	1
CCCCNC(=O)c1nc(C2CCN(S(=O)(=O)c3ccc(C(F)(F)F)cc3)CC2)oc1-c1ccccc1	8
CCN=C1NC(c2ccccc2C(F)(F)F)C(C(=O)OC)=C(C)N1Cc1ccc(C(F)(F)F)cc1 (stereo not drawn)	-11
Cc1ccc(C2CCC3(CCC(=O)N3CCOC(=O)Nc3ccc(F)cc3)CC2)cc1 (stereo not drawn)	-4&0
CCn1c(SCC(=O)Nc2ccccc2-c2ccccc2)nnc1-c1ccc(Cl)cc1	10
COCc1cc(N2CCN(C(=O)OC(C)(C)C)C[C@@H]2C)ccc1N1CCN(Cc2ccccc2)[C@H](C)C1	-1
CC(C)(C)NC(=O)C(c1ccc(C#N)cc1)n1c(=O)c(-c2ccco2)nc2ccccc21 (stereo not drawn)	-2
CCN(CCC(=O)Nc1cc(OC)ccc1OC)Cc1ccccc1	-2
COc1ccc(Cn2ccc3ccc(-c4ccc5ccn(C(=O)c6ccc(C)cc6)c5c4)cc32)cc1	14
O=C(Cc1cccs1)Nc1nnc(Cc2ccc(F)cc2)s1	8
O=C(NC1CCCCN(Cc2cccc(F)c2)C1=O)c1ccc(F)cc1 (stereo not drawn)	-6
CCOC(=O)[C@@]12CN(C(=O)OC(C)(C)C)CC=C1N(Cc1ccc(OC)cc1)C(=O)[C@H]2CC(=O)N1CCCCC1	-13
CCOC(=O)Cc1nc(N2CCN(C=O)CC2)c2c(C)c(C(=O)OCC)sc2n1	1
CCCCc1c(-c2ccccc2OC)ncn1Cc1ccccc1C	13
COc1cc2c(cc1NC(=O)CSc1nnc(-c3cccc(Cl)c3)n1-c1ccccc1)oc1ccccc12	-4
O=C(CSc1nc2ccccc2c(=O)n1-c1ccc(Cl)cc1)NNC(=S)Nc1ccccc1	5
O=S1(=O)c2ccc(Br)cc2OC[C@H](Cc2ccccc2)N1Cc1cn(Cc2ccccc2)nn1	-1
COc1ccc(S[C@]2(C(=O)N(C)C)CC(=O)N(C(=O)c3ccccc3)[C@@H]2c2ccc(OC)cc2)cc1	-6
Cc1cccc2c1CCC1CN(Cc3ccccc3)S(=O)(=O)N21 (stereo not drawn)	-3
O=S1(=O)c2c(cccc2N2CCC[C@@H]2CO)OCCCN1C1CC1	3
Cc1ccccc1C(=O)N[C@H](C(=O)N1CCC[C@H]1C(=O)NC1CCCC1)c1ccccc1	-5
CC(C)C[C@H]1COc2cccc(N3CCSCC3)c2S(=O)(=O)N1C	5
O=C(Nc1ccc2ccccc2c1)C(C1CC1)n1c(=O)c(-c2cc3ccccc3[nH]2)nc2ccccc21 (stereo not drawn)	2
c1ccc(Cn2ccc3ccc(-c4ccc5ccn(Cc6cccc(-c7cccs7)c6)c5c4)cc32)cc1	-4
COCc1cc(N2CCN(C(=O)OC(C)(C)C)C[C@@H]2C)ccc1N1C[C@@H](C)O[C@@H](C)C1	3
O=C(NCC(c1ccccc1)c1ccccc1)[C@H](Cc1ccccc1)NC1(C(=O)NC2CCCCC2)CCCCCC1	1
CC(C)c1cc(C(C)C)c(S(=O)(=O)N2CCCC(C(=O)NCc3cccs3)C2)c(C(C)C)c1 (stereo not drawn)	0
O=C(Nc1ccc(Cl)cc1Cl)OC1CCC12CCC(c1ccccc1)CC2 (stereo not drawn)	-9
O=C(CSc1nnc(-c2ccccc2)n1-c1ccc(Cl)cc1)c1ccc(Cl)cc1	5
CC1(c2nnnn2C2CCCCC2)CCC(=O)N1Cc1ccc2c(c1)OCO2 (stereo not drawn)	3
CC1(C)OC(=O)C2=C(CC(CCc3ccccc3)OC2c2ccc(F)cc2)O1 (stereo not drawn)	7
Cc1cccc(-c2cccc3c4c([nH]c23)[C@@H]2C[C@H](N(C)C(=O)Nc3ccccc3C)[C@H]([C@H](C)O)C(=O)N2CC4)c1	-19
CC(C)NC(=O)OC[C@H]1O[C@H](C#Cc2ccc(C(C)(C)C)cc2)C=C[C@H]1O	3
O=C(NC1CCCC1)c1nc(-c2c(F)cccc2F)oc1-c1ccccc1	-1
O=P(c1ccccc1)(c1ccccc1)c1cnc2ccccn12	-1
O=C(C1CCN(c2ncnc3c2sc2cccc(F)c23)CC1)N1CCN(C(=O)C2CCCO2)CC1 (stereo not drawn)	3
O=C(NC1CCCC1)C(C1CC1)n1c(C2CCCC2)nc2ccccc21 (stereo not drawn)	12
O=C(N1CCc2ccccc2C1)n1cc(C(O)(c2ccccc2)c2ccccc2)nn1	8
O=C(CCl)Nc1ccc(C(=O)NCC2COc3ccccc3O2)cc1 (stereo not drawn)	-3
COC(=O)[C@]12CCCCC=C1N(CCc1ccc(OC)c(OC)c1)C(=O)[C@H](CC(=O)N1CCOCC1)C2	-8
Cc1ccc(S(=O)(=O)N2CCCC(C(=O)Nc3c(C)n(C)n(-c4ccccc4)c3=O)C2)cc1 (stereo not drawn)	10
CCN1C(=O)N(C(C)=O)[C@H]2C[C@H](C(=O)N3CCCC3)[C@H](C)[C@H](c3ccccc3)C[C@H]21	-5
Cc1ccc2c(c1)N(CCCC(=O)NCc1ccc(F)cc1)C(=O)CO2	-4
COc1ccc(N2CCN(CCCNC(=O)CCc3cccc(F)c3)CC2)cc1	-9
O=C(CSc1nnc(-c2ccccn2)n1-c1ccccc1)Nc1ccc(OCc2ccccc2)cc1	-2
O=C(N[C@H](C(=O)N1CCC[C@H]1C(=O)NC1CCCC1)c1ccccc1)C1CC1	3
C=Cc1ccc(C(=O)Nc2nnc(-c3cccnc3)s2)cc1	1
Cc1ccc(-c2nc(C3CCCN(S(=O)(=O)c4ccc(Cl)s4)C3)no2)cc1 (stereo not drawn)	3
COc1ccc(Cn2ccc3ccc(-c4ccc5ccn(Cc6ccccc6)c5c4)cc32)cc1	12

Some of these compounds in order of number of heavy atoms, smallest number first.
SMILES	PrPC TRFRET
C=Cc1ccc(C(=O)Nc2nnc(-c3cccnc3)s2)cc1	1
O=P(c1ccccc1)(c1ccccc1)c1cnc2ccccn12	-1
O=C(CCl)Nc1ccc(C(=O)NCC2COc3ccccc3O2)cc1 (stereo not drawn)	-3
O=C(NC1CCCC1)C(C1CC1)n1c(C2CCCC2)nc2ccccc21 (stereo not drawn)	12
O=C(NC1CCCC1)c1nc(-c2c(F)cccc2F)oc1-c1ccccc1	-1
CC1(c2nnnn2C2CCCCC2)CCC(=O)N1Cc1ccc2c(c1)OCO2 (stereo not drawn)	3
COc1ccc(N2CCN(CCCNC(=O)CCc3cccc(F)c3)CC2)cc1	-9
O=C(N1CCc2ccccc2C1)n1cc(C(O)(c2ccccc2)c2ccccc2)nn1	8
Cc1ccc(S(=O)(=O)N2CCCC(C(=O)Nc3c(C)n(C)n(-c4ccccc4)c3=O)C2)cc1 (stereo not drawn)	10
COc1ccc(Cn2ccc3ccc(-c4ccc5ccn(Cc6ccccc6)c5c4)cc32)cc1	12
O=C(C1CCN(c2ncnc3c2sc2cccc(F)c23)CC1)N1CCN(C(=O)C2CCCO2)CC1 (stereo not drawn)	3
O=C(CSc1nnc(-c2ccccn2)n1-c1ccccc1)Nc1ccc(OCc2ccccc2)cc1	-2
COC(=O)[C@]12CCCCC=C1N(CCc1ccc(OC)c(OC)c1)C(=O)[C@H](CC(=O)N1CCOCC1)C2	-8
Cc1cccc(-c2cccc3c4c([nH]c23)[C@@H]2C[C@H](N(C)C(=O)Nc3ccccc3C)[C@H]([C@H](C)O)C(=O)N2CC4)c1	-19

Further records follow:
SMILES	PrPC TRFRET
CCCCCCCCN1C(=O)N(Cc2ccc(OC)cc2)S(=O)(=O)c2ccc(F)cc21	-2
Fc1ccc(-c2ccc3c(n2)CCCN3Cc2ccccn2)cc1	-13
Cc1c(NC(=O)C2CCCN(S(=O)(=O)c3ccc(C(C)(C)C)cc3)C2)c(=O)n(-c2ccccc2)n1C (stereo not drawn)	-4
Cc1cc(Nc2cc(F)c(F)c(F)c2)cc(=O)n1-c1cc(F)c(F)c(F)c1	-7
CN(CCc1ccccn1)C(=O)c1ccc(Sc2ccccc2Cl)c([N+](=O)[O-])c1	-13
COC(=O)[C@]12C[C@H](CC(=O)NCc3cccc4ccccc34)C(=O)N(Cc3cccc4ccccc34)C1=C[C@H](COCc1ccccc1)O[C@@H]2C	4
COc1ccc(C(C(=O)Nc2ccc3c(c2)OCCO3)n2c(=O)c(-c3cc4ccccc4[nH]3)nc3ccccc32)cc1 (stereo not drawn)	-8
COC(=O)[C@]12C[C@H](CC(=O)NCc3cccc4ccccc34)C(=O)N(Cc3ccc(Cl)cc3Cl)C1=C[C@H](C(C)C)O[C@@H]2C1CC1	-7
COc1nc(OC)nc(N2CCC(C(=O)NCc3ccccc3OC)CC2)n1	4
COC(=O)[C@]12C[C@H](CC(=O)NCc3cccc(C(F)(F)F)c3)C(=O)N(Cc3ccc(Cl)cc3Cl)C1=C[C@H](C(C)(C)C)O[C@@H]2C	-12
O=C(/C=C(\Nc1ccc(Br)c(F)c1)c1ccccc1)c1ccccc1	2
CCOC(=O)[C@@]12CCCC=C1N(CCc1ccc(Cl)cc1)C(=O)[C@H]2CC(=O)NCc1ccc(OC)c(OC)c1	-6
CC(C)[C@H](NC(=O)OC(C)(C)C)c1cc(C(=O)NC2CC2)c(N)s1	-3
N#CC1c2ccccc2-n2nncc2CN1C(=O)c1ccc([N+](=O)[O-])o1 (stereo not drawn)	1
CC(=O)NC1CCCCN(Cc2ccc(Cl)cc2)C1=O (stereo not drawn)	5
COC(=O)C1=C(C)N(C)C(=NCc2cc(OC)c(OC)c(OC)c2)NC1c1cccc(C(F)(F)F)c1 (stereo not drawn)	2
CCC(C)CNC(=O)CSc1nnc(-c2cccnc2)n1C1CCCCC1 (stereo not drawn)	-1
CC(C)OC(=O)C1C(c2ccc(I)cc2)CC2CCC1N2C (stereo not drawn)	2
CCCC1CCC2(CC1)CCC2OC(=S)Nc1ccccc1OC (stereo not drawn)	-1
CCCCCCCCN1C(=O)[C@@H](CC(=O)NCc2cccs2)C[C@@]2(C(=O)OC)C1=C[C@H](COCc1ccccc1)O[C@@H]2C	-1
COC(=O)C1=C(C)N(Cc2ccc(Br)cc2)C(=S)NC1c1cccc(OC)c1 (stereo not drawn)	3
CC(=O)O[C@@H]1CCC[C@@]2(C(=O)N(Cc3ccccc3)c3ccc(-c4c(C)noc4C)cc32)[C@H]1NC(=O)CCc1ccccc1	18
COC(=O)c1cc(-c2ccc(C(C)(C)C)cc2)c(=O)n2c1CCC2	8
Cc1ccccc1CN1CCCCC(NC(=O)c2cccc(C(F)(F)F)c2)C1=O (stereo not drawn)	10
COC(=O)C1=C(C)N(C)C(=NCc2ccc(C(F)(F)F)cc2)NC1c1ccc(Cl)cc1 (stereo not drawn)	-1
CC1CCN(c2ccc(C(=O)O)cc2NS(=O)(=O)c2ccccc2)CC1	6
COC(=O)[C@@]12C[C@@H](CC(=O)NCC3CCCCC3)C(=O)N(CCc3ccc(OC)c(OC)c3)C1=CCC(C)(C)C2	0
COC(=O)C[C@@H]1CC[C@@H](NC(=O)Nc2cc(F)ccc2F)[C@@H](CO)O1	-8
COC(=O)[C@H]1C[C@]2(C(/C=C(\C)CCC=C(C)C)S(=O)(=O)c3ccccc3)c3ccccc3N[C@H]2N1 (stereo partly drawn)	-2
CC1(C(=O)Nc2ccc3c(c2)OCCO3)CSCC(=O)N1CC(F)(F)F (stereo not drawn)	6
O=C(NCc1ccccc1)C(c1ccccc1F)n1c(=O)c(-c2cc3ccccc3[nH]2)nc2ccccc21 (stereo not drawn)	-2
O=C(CSc1nc2ccccc2nc1N1CCOCC1)N1CCN(c2cccc(C(F)(F)F)c2)CC1	7
O=C(N[C@@H](Cc1cccnc1)C(=O)N1CCC[C@H]1C(=O)NCCc1ccccc1Cl)c1ccc(Cl)cc1Cl	-1
CCN(CC)C(=O)CC[C@@H]1CC[C@]2(CCCN(Cc3ccc(Cl)cc3)C2)O1	4
Cc1cc(N2CCNC[C@H]2C)ccc1N1CCS(=O)(=O)CC1	-5
CSc1c(N(C)C)c(=O)c1=S	-4
COC(=O)[C@@]12C[C@@H](CC(=O)NCc3ccccc3)C(=O)N(Cc3ccc4c(c3)OCO4)C1=CCC(C)(C)C2	9
COC(=O)C[C@@H]1CC[C@@H]2[C@@H](COc3ccc(NC(C)=O)cc3C(=O)N2C)O1	1
CCOC(=O)C1=CCN(S(C)(=O)=O)C1c1ccc(Cl)cc1 (stereo not drawn)	5
COc1cccc(C(=O)N2CCC[C@@H]2C(=O)N2CCC[C@@H]2C(=O)NCc2ccccc2)c1	12
O=C(C1CCCN1S(=O)(=O)c1ccc([N+](=O)[O-])cc1)N1CCc2ccccc2C1 (stereo not drawn)	-12
